Screens (PubChem BioAssay)
FXIIa inh 1536: human FXIIa protease inhibitors, primary screen, biochemical, 1536-well; Coagulation factor XII (Homo sapiens), P00748; purified FXIIa, Boc-QGR-AMC fluorogenic substrate, 2 h; inhibition, % at 5 µM; 0.3% of 220,000 active; AID 800, 2007; in the data active = inhibition above about 40%;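 also: 0% = enzyme with no compound and 100% = blank without enzyme; many of its hits are not listed in these tables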
Cl transport mod: KCC2 cotransporter modulators, thallium flux, primary screen, cell-based, HEK293 KCC2, FluoZin-2 fluorescence, MLSMR; AID 1456, 2008; 2.2% of 190,000 active; B-score of Tl+ flux slope (higher = more flux/activation; lower = inhibition) at 10 µM; KCC2 cells, thallium flux FluoZin-2 fluorescence;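 active = thallium flux slope and its plate-corrected score both differing from the plate sample mean at a set confidence after two filtering rounds, in either direction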;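 also: slope of fluorescence scaled to starting intensity during 10 to 20 s after thallium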
Furin inh: human furin inhibitors, primary screen, biochemical, fluorescence intensity; 0.061% of 220,000 active; P09958; purified furin, fluorogenic substrate cleavage; inhibition, % at 30 µM; in the data active = inhibition above about 25%; also: inactives centre near -15
Target sequence (P09958 108-714 limits assumed): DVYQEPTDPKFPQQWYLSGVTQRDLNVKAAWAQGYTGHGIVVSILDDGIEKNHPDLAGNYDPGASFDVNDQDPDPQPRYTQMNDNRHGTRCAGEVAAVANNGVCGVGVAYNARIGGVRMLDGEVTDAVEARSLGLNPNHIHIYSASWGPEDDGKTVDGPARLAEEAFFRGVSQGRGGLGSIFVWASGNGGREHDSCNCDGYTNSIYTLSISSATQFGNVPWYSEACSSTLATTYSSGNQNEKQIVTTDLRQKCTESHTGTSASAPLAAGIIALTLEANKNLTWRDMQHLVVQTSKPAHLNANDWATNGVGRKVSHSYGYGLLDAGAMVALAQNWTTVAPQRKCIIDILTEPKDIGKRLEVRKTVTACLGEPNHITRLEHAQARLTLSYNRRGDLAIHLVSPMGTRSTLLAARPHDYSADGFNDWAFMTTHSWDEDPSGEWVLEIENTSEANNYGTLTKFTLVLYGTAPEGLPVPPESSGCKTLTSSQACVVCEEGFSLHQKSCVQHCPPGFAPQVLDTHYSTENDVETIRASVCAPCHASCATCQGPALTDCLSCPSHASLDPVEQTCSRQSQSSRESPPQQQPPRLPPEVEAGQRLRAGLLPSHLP
FXIa inh 1536: human FXIa protease inhibitors, primary screen, biochemical, 1536-well; Coagulation factor XI (Homo sapiens), P03951; 0.14% of 220,000 active; purified FXIa, Boc-Glu-Ala-Arg-AMC fluorogenic substrate; AID 798, 2007; inhibition, % at 5 µM;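 active = inhibition of at least 40%; inactive = inhibition below 40%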;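 also: fluorescence of freed AMC excited at 355 nm; 0% = enzyme without compound and 100% = no enzyme blank; many of its hits are not listed in these tables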
PERK inh: block of dimerizer-induced PERK translation repression, primary screen, PERK inhibitor project, CHO PERK-DD cells, SEAP luminescence, HTS; Eukaryotic translation initiation factor 2-alpha kinase 3 (Homo sapiens), Q9NZJ5; CHO PERK-DD fusion, SEAP luminescence translation reporter; inhibition, % at 5.6 µM; 0.17% of 220,000 active; AID 1416, 2008;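 active = inhibition above the mean inhibition of all tested compounds plus 3 SD, set separately per screening campaign, cut at about 2.9% in these data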;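 also: PERK kinase domain activated by AP20187 dimerizer at 100 nM; 0% = DMSO with dimerizer and 100% = rapamycin at 8.4 µM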
Thrombin inh: human alpha-thrombin inhibitors, primary screen, counter-screen for coagulation protease inhibitor project, biochemical, 1536-well, fluorogenic AMC substrate | Boc-VPR-AMC fluorogenic substrate cleavage | inhibition, % at 5 µM | 0.26% of 220,000 active | AID 1046, 2008;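 active = inhibition at or above 40%; inactive = inhibition below 40%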;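 also: 0% = enzyme with no compound and 100% = wells without enzyme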
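Test system: human alpha-thrombin; medium: pH 7.5 Tris-saline with Tween 20; times: reaction at room temperature; signal: AMC fluorescence at 355 nm excitation and 460 nm emission; also added: Boc-VPR-AMC substrate, 15 µM final; dosing: one concentration per compound, 5 µM, with 0.2% DMSO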
KLK5 inh: human KLK5 protease inhibitors, primary screen, biochemical, 1536-well; 0.59% of 210,000 active; Kallikrein-5 (Homo sapiens), Q9Y337; recombinant hK5, fluorogenic AMC substrate cleavage; inhibition, % at 5 µM;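 active = inhibition of 40% or more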;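 also: 0% = enzyme controls without compound and 100% = no-enzyme blanks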
Target sequence (Q9Y337 67-293 limits assumed): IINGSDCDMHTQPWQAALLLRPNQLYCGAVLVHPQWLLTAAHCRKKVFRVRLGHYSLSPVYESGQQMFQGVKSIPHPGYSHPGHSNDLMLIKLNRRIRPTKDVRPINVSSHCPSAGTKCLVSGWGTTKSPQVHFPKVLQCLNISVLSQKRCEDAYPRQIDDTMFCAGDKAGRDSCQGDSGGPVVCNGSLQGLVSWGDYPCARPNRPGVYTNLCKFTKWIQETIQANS
p97 ATPase inh: inhibitors of human p97 ATPase, primary screen, biochemical; Transitional endoplasmic reticulum ATPase (Homo sapiens), P55072; recombinant p97 ATPase, Kinase-Glo ATP luminescence, 3 h; inhibition, % at 8 µM; 0.42% of 220,000 active; AID 1481, 2009; in the data active = inhibition above about 15%;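 also: 0% = DMSO vehicle and 100% = wells lacking enzyme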
Wee1 stabilizer: Wee1 degradation inhibitors, primary screen, cell-based, HeLa, Wee1K328M-luciferase, luminescence. Wee1-like protein kinase (Homo sapiens), P30291. HeLa Luc-Wee1K328M stability; 100% = proteasome inhibitor MG132 effect. reporter increase, % at 5 µM. 1.2% of 220,000 active;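 active = activation above the mean of all tested compounds plus 3 SD, set per screening run, cut at about 8.8% in these data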;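 also: cells exposed to compound for 20 h before luminescence read; 0% = DMSO alone and 100% = MG132 at 30 µM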
An asterisk follows results filed as active; . = not tested or not shown; [ ] = remark or other dose.

SMILES	FXIIa inh 1536	Cl transport mod	Furin inh	FXIa inh 1536	PERK inh	Thrombin inh	KLK5 inh	p97 ATPase inh	Wee1 stabilizer
CCCOc1ccc(CCC(=O)O)cc1	1.4	0.00456	-1.5	-5.6	0.4	-10.8	2.8	-7.0	-1.6
CCC(C)(C(=O)NC1CCCC1)N(Cc1cccs1)C(=O)Cc1cccs1 (centres undefined)	22.1	.	-18.5[20 µM]	15.0	-1.5	15.7	13.7	-3.7	0.3
CCn1c(C(=O)Nc2ccsc2C(=O)OC)cc2sc(Cl)cc21	-5.0	-0.356	-28.3	-1.4	1.7	5.3	46.5*	7.5	1.4
O=S(=O)(c1ccccc1)c1nc(-c2ccccc2)oc1N1CCCCC1	8.7	-0.651	-8.8[20 µM]	1.9	-0.9	19.0	32.8	-4.0	1.1
CCCc1nnc(NC(=O)CCC(=O)N2CCN(c3ccccn3)CC2)s1	-6.2	.	-18.8[20 µM]	4.0	-0.3	1.0	3.6	-3.3	-0.6
Cc1noc(C)c1C(=O)OC(C)C(=O)Nc1ccc(S(=O)(=O)NC(C)C)cc1 (centres undefined)	5.3	-0.449	-32.6	3.0	-0.4	1.5	8.5	1.0	-0.3
Cc1cccc(NC(=O)c2cccs2)n1	16.8	.	-6.1	5.3	-0.2	4.6	-4.2	-6.7	7.2
CCOC(=O)C1=C(C)OC(N)=C(C#N)C1c1cccs1 (centres undefined)	-3.5	-1.94	-12.1	6.0	-0.8	-2.4	-24.0	-1.0	1.4
CC(C)(Oc1ccc(Cl)cc1)C(=O)NCc1ccncc1	13.1	0.137	0.9[20 µM]	7.1	-0.7	4.2	-2.6	-1.2	-1.8
O=C(CC1(O)C(=O)Nc2ccccc21)c1ccc(-n2cnnn2)cc1 (centres undefined)	-5.8	1.19	-30.6	-1.8	0.7	-3.0	-5.5	2.6	-0.5
C/C(=N\Nc1ccc(F)cc1F)c1ccc(F)cc1	12.6	-1.25	-32.3[20 µM]	4.5	0.3	-6.9	-7.6	2.9	-0.3
CSc1nc(C)nc(C2CC2)c1C#N	1.7	-0.369	-16.6	-3.4	0.2	-4.9	-4.7	-3.5	-1.7
COc1cccc(C2CC(c3c(-c4ccccc4)c4cc(Cl)ccc4[nH]c3=O)=NN2S(C)(=O)=O)c1OC (centres undefined)	11.5	-0.403	-19.9[20 µM]	1.5	-0.7	-5.1	-16.4	4.5	-0.7
Cc1ccnc(SCc2cc(=O)c(OC(=O)c3cc([N+](=O)[O-])ccc3Cl)co2)n1	0.9	-0.928	-15.5	-8.2	1.4	-11.0	-21.0	5.3	-0.8
CCCOc1c(OC)cc(Cl)cc1C1NC(=O)NC(C)=C1C(=O)NCc1ccccc1 (centres undefined)	8.5	.	-0.4[20 µM]	-3.9	-1.4	-3.0	3.3	-2.0	1.9
CN(C(=O)Cc1ccccc1)n1cnnc1	17.1	.	-17.2[20 µM]	8.7	0.2	7.8	-7.0	1.7	0.1
CCOc1ccccc1NC(=O)c1ccc(S(=O)(=O)N2CCOCC2)cc1	5.2	0.405	-18.5	-1.2	0.1	-0.8	-2.4	2.6	10.6*
CC(Cc1ccccc1)(NC(=O)CN)c1ccccc1 (centres undefined)	.	0.117	.	.	0.8	.	.	3.0	1.0
COc1ccc(Br)cc1/C=C/C(=O)c1ccc(NC(C)=O)cc1	0.0	-0.642	-17.3	-7.2	-0.8	12.0	-2.9	0.2	0.3
Cc1ccc(C)c(N(CC(=O)NC2CCCC2)C(=O)c2oc(C(C)(C)C)cc2C)c1	20.7	.	-7.3[20 µM]	6.9	-0.1	5.0	-6.5	-1.0	2.9
O=C(OCc1ccccc1Cl)c1cccnc1Cl	1.6	0.115	-1.7[20 µM]	-5.7	1.3	-1.5	-3.1	-1.0	-1.6
COc1ccc(-c2cc(C3CCN(C(=O)OC(C)(C)C)CC3)[nH]n2)cc1	10.1	0.55	-23.4	2.0	1.6	0.1	.	-1.7	-4.0
Cc1cc(C)cc(OCCNS(=O)(=O)c2cccs2)c1	6.6	0.562	-18.3	-4.3	0.4	-9.8	.	-2.8	0.7
O=C(Nc1ncccc1Cl)C1COc2ccccc2O1 (centres undefined)	12.0	.	-21.8[20 µM]	1.3	0.3	1.4	-4.0	-0.4	-1.5

In another format: two of the compounds above.
SMILES | FXIIa inh 1536 | Cl transport mod | Furin inh | FXIa inh 1536 | PERK inh | Thrombin inh | KLK5 inh | p97 ATPase inh | Wee1 stabilizer
COc1cccc(C2CC(c3c(-c4ccccc4)c4cc(Cl)ccc4[nH]c3=O)=NN2S(C)(=O)=O)c1OC (centres undefined) | 11.5 | -0.403 | -19.9[20 µM] | 1.5 | -0.7 | -5.1 | -16.4 | 4.5 | -0.7
CCCOc1c(OC)cc(Cl)cc1C1NC(=O)NC(C)=C1C(=O)NCc1ccccc1 (centres undefined) | 8.5 | . | -0.4[20 µM] | -3.9 | -1.4 | -3.0 | 3.3 | -2.0 | 1.9

New compounds follow:
SMILES	FXIIa inh 1536	Cl transport mod	Furin inh	FXIa inh 1536	PERK inh	Thrombin inh	KLK5 inh	p97 ATPase inh	Wee1 stabilizer
Nc1nnnn1/N=C/c1ccccc1OCc1ccc(Cl)cc1Cl	9.1	-0.0293	-8.7	6.7	0.9	2.8	-2.0	2.0	-2.2
Cc1cccc(NCCC(=O)c2ccc(Br)cc2)c1	17.2	.	-20.0[20 µM]	3.5	0.3	-1.4	-5.4	-2.9	-1.3
O=C(c1ccco1)N1CCN(S(=O)(=O)c2ccc(S(=O)(=O)NC3CCCC3)cc2)CC1	13.6	1.25	2.5	-0.1	-0.4	-1.9	4.3	2.9	0.3
COC(=O)c1cc(-c2ccccc2)c2c(=O)n(C)c(=O)n(C)c2n1	7.3	-0.492	-30.2	5.6	0.2	-2.1	0.5	5.1	-3.6
O=C(c1cc2nc(-c3ccc(F)cc3)cc(C(F)(F)F)n2n1)N1CCCC1	7.8	.	-5.4	-0.7	-1.3	2.9	-22.2	0.6	1.6
Cc1cc(C(=O)CSc2nc3ccccc3o2)c(C)n1CC1CCCO1 (centres undefined)	11.2	0.0887	-17.6[20 µM]	0.6	-1.4	5.1	-7.9	-2.7	10.9*
COc1ccc(S(=O)(=O)N(C)c2ccc(OCC(=O)Nc3cc(C)on3)cc2)cc1	2.9	-0.687	-24.4	-9.1	0.1	-2.5	6.9	1.7	-0.7
Cc1c(Cl)cnc(NC(=O)COC(=O)CCS(=O)(=O)c2ccccc2)c1Cl	20.7	0.338	-11.8[20 µM]	-5.2	-0.9	19.1	20.4	-1.4	0.4
N#Cc1ccc(OCc2nnc(SCC(=O)c3ccccc3)n2-c2ccccc2)cc1	12.6	-1.19	-13.3[20 µM]	5.0	0.1	0.1	-5.2	3.4	-3.0
Cn1c(-c2ccc(F)cc2)cnc1NCc1ccc(C#N)cc1	16.9	.	-14.1	3.9	0.1	3.0	-1.3	-6.4	-2.1
CCOC(=O)c1c(NC(=O)CSc2nnc(-c3c[nH]c4ccccc34)n2CCOC)sc2c1CCCCC2	13.0	-0.447	-5.3	4.6	0.5	-0.3	-9.7	3.4	-1.6
O=C(Nn1cnnc1)c1cc(-c2cccc(Br)c2)nc2ccccc12	15.2	-0.431	-27.5	4.9	2.3	3.5	4.0	4.1	6.3
COc1ccc(NC(=O)c2cc(Br)ccc2Cl)c(OC)c1	2.3	0.218	-16.0	0.2	0.1	-5.1	-15.8	0.6	4.4
CC(C)C(c1nnnn1Cc1ccc2c(c1)OCO2)N1CCN(c2ccccc2)CC1 (centres undefined)	7.5	-0.701	-17.9	-3.2	1.8	-2.6	1.3	5.1	1.0
CSC(=NCc1ccco1)NC#N	8.9	-0.692	-23.0	1.6	0.9	-0.9	0.8	2.0	-1.2
CN(c1ccccc1)S(=O)(=O)c1cccc(C(=O)Nc2nn[nH]n2)c1	6.5	.	-19.2	5.7	1.3	-0.5	2.7	11.6	-1.5
Cc1nn(-c2cccc(Cl)c2)nc1C(=O)O	3.1	-1.48	-13.4	-4.6	0.9	-11.3	-4.5	4.8	0.1
Cc1cccn2c(CN3CCCC(c4ccccc4)C3)c(C(=O)N3CCOCC3)nc12 (centres undefined)	9.9	-1.96	-21.5	2.4	0.8	-1.2	.	2.5	-2.4
O=C(COC(=O)c1ccccc1)Nc1ccccc1Br	3.2	-0.395	-26.8	-2.1	1.4	12.1	0.3	3.3	0.5
O=C(Nc1nnc(C2CC2)s1)C1Cc2ccccc2CN1S(=O)(=O)c1cccs1 (centres undefined)	10.2	-0.364	-13.6	-8.5	0.0	2.8	-19.1	6.5	-1.0
CN(C)CCNC(=S)Nc1ccc(Cl)cc1Cl	9.0	-0.0178	-27.9	4.9	-0.2	-3.6	-10.0	7.8	-1.8
COC(=O)COc1ccsc1C(=O)OC	10.6	.	-17.3[20 µM]	-0.7	1.1	-2.7	-0.9	7.0	-0.4
CCOC(=O)c1c(C)c(C(=O)NCCc2ccc(S(N)(=O)=O)cc2)c(C)n1CC	13.9	.	3.8	4.3	1.4	3.1	-5.4	2.7	0.0
CC1CC(C)CN(C(=O)CCc2ccccc2)C1 (centres undefined)	4.8	-0.355	-24.7	-4.4	0.1	2.7	-15.5	2.0	1.6
FC(F)(F)c1cc(-c2ccccc2)nc(-n2cc(Cl)cn2)n1	4.2	-0.187	-26.0	1.5	1.1	-19.5	3.4	2.5	-1.1
CN(C)CCC(=O)c1ccc(Cl)cc1	12.5	0.352	-28.6	0.5	-0.3	3.6	-1.2	5.3	-3.5
O=C(Nc1ccc2snnc2c1)N1CCSCC1	9.1	.	-3.6[20 µM]	7.5	-0.1	-5.3	-8.9	-7.4	0.4
CCN(Cc1ccccc1)C(=O)C1CCC(CNc2c(N3CCOCC3)c(=O)c2=O)CC1 (centres undefined)	9.9	0.833	-10.1	1.9	-1.0	-0.2	-2.2	0.3	-1.3
O=C(CSc1nnnn1C1CCCCC1)NCc1cccs1	3.0	0.612	-7.4	-4.5	-0.5	-5.2	-10.0	0.6	10.7*
OC(CNCCc1ccc(C(F)(F)F)cc1)COc1ccc2ccccc2c1 (centres undefined)	0.8	2.02	-10.8	-2.7	0.2	-7.9	-25.1	0.4	-0.4
CCSC1(SCC)N=C(N)C2(C#N)C(c3ccccc3)NC(C)=C(C)C12C#N (centres undefined)	9.7	.	-29.0	-1.8	0.6	-6.5	-29.9	2.2	2.6
O=C(COC(=O)Cc1c[nH]c2ccccc12)Nc1cccc2ccccc12	10.2	-1.5	5.0	7.6	1.0	2.0	-1.7	3.8	-0.6
CN(C)S(=O)(=O)c1ccc(C(=O)Nc2cccnc2)cc1	23.9	.	-12.1[20 µM]	18.2	1.3	2.9	1.3	10.6	2.8
O=C(Nc1ccccc1)N(Cc1cccnc1)Cc1ccco1	-1.4	-1.26	-20.4[20 µM]	-4.7	0.0	-13.6	-22.8	1.6	6.2

As entered above:
Result of `CN(C)S(=O)(=O)c1ccc(C(=O)Nc2cccnc2)cc1` in Thrombin inh: 2.9
Result of `O=C(Nc1ccc2snnc2c1)N1CCSCC1` in FXIIa inh 1536: 9.1
Result of `CN(C)CCC(=O)c1ccc(Cl)cc1` in Wee1 stabilizer: -3.5
Result of `CCSC1(SCC)N=C(N)C2(C#N)C(c3ccccc3)NC(C)=C(C)C12C#N` (centres undefined) in Furin inh: -29.0
